GIRK2 act = Activates human GIRK2-containing potassium channels. P48051. HEK293 GIRK2/NPY4 cells, thallium flux fluorescence. activation (% efficacy), % for hits at 37.5 µM. 34,000 tested, under 10 active. AID 1259324;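 active = primary screen hit, no activity in plain HEK293 cells, and in GIRK2-only cells above 5% efficacy rising with concentration; inactive = the rest, including fluorescent compounds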;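 also: efficacy is normalized control-subtracted fluorescence 15 s after thallium addition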
Target sequence (P48051 whole entry, looked up): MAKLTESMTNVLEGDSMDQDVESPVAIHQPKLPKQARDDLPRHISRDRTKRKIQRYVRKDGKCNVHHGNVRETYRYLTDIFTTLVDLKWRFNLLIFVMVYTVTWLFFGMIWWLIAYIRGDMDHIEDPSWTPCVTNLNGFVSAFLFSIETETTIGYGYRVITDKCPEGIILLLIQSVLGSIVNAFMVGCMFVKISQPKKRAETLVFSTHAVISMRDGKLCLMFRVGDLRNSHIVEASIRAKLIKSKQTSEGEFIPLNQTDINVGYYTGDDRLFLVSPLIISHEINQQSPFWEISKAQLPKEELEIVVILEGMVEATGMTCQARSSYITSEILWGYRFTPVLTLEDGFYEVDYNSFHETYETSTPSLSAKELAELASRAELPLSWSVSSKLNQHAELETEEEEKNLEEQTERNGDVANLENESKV
Calls only; i = inactive. Only part of the results is shown; the hit share may differ from the screen's.

SMILES	GIRK2 act
Cc1ccc(S(=O)(=O)N(CCC(=O)O)CC(O)Cn2c3ccccc3c3ccccc32)cc1 (configuration not stated)	i
COC(=O)c1ccc(NC(=O)CSc2nnc(-c3ccc(OC)c(OC)c3)n2N)cc1	i
CC(C)(CO)NC(=O)Cc1ccc(NC(=O)Nc2c(F)cccc2F)cc1	i
O=C(Nc1nnc(SCc2ccccc2)s1)C(c1ccccc1)N1CCOCC1 (configuration not stated)	i
CC(O)(CNC(=O)CCS(=O)(=O)c1ccccc1)C1CC1 (configuration not stated)	i
CCc1ccc(-c2cc3c(=O)[nH]nc(SCC(=O)NCc4cccc(OC)c4OC)n3n2)cc1	i
Cc1csc(C(=O)NCC(O)c2ccc(C(F)(F)F)cc2)c1 (configuration not stated)	i
COc1ccc(NC(=O)CCCOc2ccc(C)cc2C)c(OC)c1	i
Cn1c(=O)[nH]c(=O)c2c1nc(SCC(=O)c1ccccc1)n2Cc1ccccc1	i
CCn1nnc2c(Nc3ccc(S(N)(=O)=O)cc3)ncnc21	i
COCCN1CCC(CNC(=O)c2ccc(-c3ccccc3)cc2)CC1	i
O=C(NCCNc1ccc(Nc2ccncc2)nn1)c1cccs1	i
CS(=O)(=O)N1CCCC(C(=O)Nc2sc(-c3ccccc3)cc2C(N)=O)C1 (configuration not stated)	i
COc1ccc(-c2nnc3ccc(OCCNC(=O)c4ccccc4)nn23)cc1	i
O=C(CCC1CCCC1)Nc1ccc(CC(=O)NC2CC2)cc1	i
Cc1ccc(NC(=O)Cn2nc(C(=O)N3CCN(C)CC3)cc2C)cc1	i
COc1ccc(OC)c(NC(=O)Cn2cc(OC)c(=O)cc2CSc2nc(C)cc(C)n2)c1	i
O=C(Cn1cnc(-c2ccccc2)cc1=O)Nc1ccc(Oc2ccccc2)cc1	i
Cc1nc(NCCNC(=O)Nc2cccc(Cl)c2)cc(N2CCOCC2)n1	i
Cc1cccc(NC(=O)C2CC(=O)N(c3ccccc3F)C2)c1C (configuration not stated)	i
CCOc1cc(S(=O)(=O)N2CCN(Cc3ccc4c(c3)OCO4)CC2)c(OCC)cc1C	i
O=C(Nc1ccc2cn[nH]c2c1)c1ccc2nc[nH]c2c1	i
CN1C(=O)Cc2cc(NC(=O)c3ccno3)ccc21	i
Nc1c2c(nc3c4c(nn13)CCC4)CCC2	i
Cc1cccc(N2CCN(C(=O)c3cccc(N4C(=O)C(C)CS4(=O)=O)c3)CC2)c1 (configuration not stated)	i
Cc1ccccc1-c1ccc(N2CCC(C(=O)NCCC(c3ccccc3)c3ccccc3)CC2)nn1	i
Cc1ccc(S(=O)(=O)N2CCN(C(=O)N3CCOCC3)C2C(C)C)cc1 (configuration not stated)	i
COc1cc(N2CCN(C(=O)Nc3ccccc3OC)CC2)nc(OC)n1	i
CC(O)(CNS(C)(=O)=O)c1ccccc1 (configuration not stated)	i
Cc1ccc(C(CNC(=O)C(=O)NC2CCCC2)N2CCOCC2)cc1 (configuration not stated)	i
COc1ccc(NC(=O)c2nn(-c3ccc(F)cc3)cc2OC)cc1OC	i
O=C(NCCCCN1CCOC(c2ccccc2)C1)C(=O)Nc1ccc(F)c(Cl)c1 (configuration not stated)	i
Cc1cc(N2CCN(c3ccc(O)cc3)CC2)nc(-n2cc([N+](=O)[O-])cn2)n1	i
O=C(NC1(c2nc(-c3cnccn3)no2)CCCCC1)c1ccoc1	i
O=C(NCCCN1CCOC(c2ccccc2)C1)c1ccc(Cl)cc1Cl (configuration not stated)	i
CS(=O)(=O)N1CCC(CNC(=O)C2(c3ccc(Cl)cc3)CCCC2)CC1	i

Shown as comma-separated lines: 17 of the compounds above.
structure,GIRK2 act
Cc1ccc(NC(=O)Cn2nc(C(=O)N3CCN(C)CC3)cc2C)cc1,i
COc1ccc(OC)c(NC(=O)Cn2cc(OC)c(=O)cc2CSc2nc(C)cc(C)n2)c1,i
O=C(Cn1cnc(-c2ccccc2)cc1=O)Nc1ccc(Oc2ccccc2)cc1,i
Cc1nc(NCCNC(=O)Nc2cccc(Cl)c2)cc(N2CCOCC2)n1,i
Cc1cccc(NC(=O)C2CC(=O)N(c3ccccc3F)C2)c1C (configuration not stated),i
CCOc1cc(S(=O)(=O)N2CCN(Cc3ccc4c(c3)OCO4)CC2)c(OCC)cc1C,i
O=C(Nc1ccc2cn[nH]c2c1)c1ccc2nc[nH]c2c1,i
CN1C(=O)Cc2cc(NC(=O)c3ccno3)ccc21,i
Nc1c2c(nc3c4c(nn13)CCC4)CCC2,i
Cc1cccc(N2CCN(C(=O)c3cccc(N4C(=O)C(C)CS4(=O)=O)c3)CC2)c1 (configuration not stated),i
Cc1ccccc1-c1ccc(N2CCC(C(=O)NCCC(c3ccccc3)c3ccccc3)CC2)nn1,i
Cc1ccc(S(=O)(=O)N2CCN(C(=O)N3CCOCC3)C2C(C)C)cc1 (configuration not stated),i
COc1cc(N2CCN(C(=O)Nc3ccccc3OC)CC2)nc(OC)n1,i
CC(O)(CNS(C)(=O)=O)c1ccccc1 (configuration not stated),i
Cc1ccc(C(CNC(=O)C(=O)NC2CCCC2)N2CCOCC2)cc1 (configuration not stated),i
COc1ccc(NC(=O)c2nn(-c3ccc(F)cc3)cc2OC)cc1OC,i
O=C(NCCCCN1CCOC(c2ccccc2)C1)C(=O)Nc1ccc(F)c(Cl)c1 (configuration not stated),i

Other records follow.
SMILES	GIRK2 act
CC(C)C(=O)Nc1ccc(C(=O)NCCNC(=O)Cc2cccs2)cc1	i
COCCN1COc2ccc3c(=O)c(Oc4ccc(C(=O)OC)cc4)c(C)oc3c2C1	i
COCCN1C(=O)NC(C)C1=O (configuration not stated)	i
COc1ccc(C(=O)NCC(c2cccc(OC)c2)N2CCOCC2)cc1 (configuration not stated)	i
CCOc1ccc(C(=O)Nc2ccc(Nc3ccc(C)nn3)cc2)cc1	i
Cc1cc(C)c(NC(=O)CCN2C(=O)c3ccccc3S2(=O)=O)c(C)c1	i
CN1CCN(C(CNC(=O)c2ccc(C(F)(F)F)cc2)c2ccsc2)CC1 (configuration not stated)	i
COc1cc(N2CCN(S(=O)(=O)c3ccc(OC)c(OC)c3)CC2)nc(OC)n1	i
Cn1c(C(F)(F)F)nn(CCNC(=O)c2ccccc2C(F)(F)F)c1=O	i
COc1ccc(S(=O)(=O)CCCC(=O)Nc2ccc(O)c(-c3nc4ccccc4s3)c2)cc1	i
O=C(NCC1CCN(c2cnccn2)CC1)C(=O)Nc1cccc(C(F)(F)F)c1	i
CS(=O)(=O)N1CCC(CNC(=O)C(=O)Nc2ccc(F)c(Cl)c2)CC1	i
COc1ccccc1CNC(=O)Cc1cc(-c2cccs2)on1	i
CCOc1nn(CC)cc1-c1nnc(SCC(=O)N2CCCC2)n1CCOC	i
O=C(/C=C/c1ccccc1Cl)Nc1ccc(CC(=O)N2CCC(O)CC2)cc1	i
CCc1ccc(S(=O)(=O)NCC2CCN(C3CCCC3)CC2)s1	i
Cc1ccc(C)c(C(=O)NCCNc2ccc(C)nn2)c1	i
O=C(c1ccc2ncsc2c1)N1CCC(c2nnc(-c3ccco3)s2)CC1	i
CCCN1C(=O)CCS(=O)(=O)c2ccccc21	i
NC(=O)c1nc(-c2cnccn2)no1	i
Cc1ccc(Cl)cc1N1CCN(S(=O)(=O)CCN2C(=O)CCCC2=O)CC1	i
C#CCn1c(=NC(=O)c2cc(C)no2)sc2cc(OC)ccc21	i
Cc1cc(N2CCc3ccccc32)nc(-n2cc([N+](=O)[O-])cn2)n1	i
Cc1nnsc1C(=O)N1CCC(CNS(=O)(=O)c2ccc3c(c2)OCCO3)CC1	i
Cc1cccc(NC(=O)CC2SC(=O)N(Cc3ccccc3)C2=O)c1 (configuration not stated)	i
CCOc1ccc(N2C(=O)N(Cc3cccc([N+](=O)[O-])c3)C3CS(=O)(=O)CC32)cc1 (configuration not stated)	i
O=C(Nc1ncc([N+](=O)[O-])s1)c1ccc(=O)n(Cc2cccc(Cl)c2)c1	i
O=C(N1CCN(c2ccc(-c3cccs3)nn2)CC1)C1(c2ccccc2)CCOCC1	i
O=C(NCCCCN1CCOC(c2ccccc2)C1)C(=O)Nc1ccc2c(c1)OCCO2 (configuration not stated)	i
CS(=O)(=O)N1CCC(C(=O)Nc2ccc3c(c2)N(C(=O)c2ccccc2)CCC3)CC1	i
Cc1ccc(Cl)cc1NC(=O)Cn1nc(C(=O)N2CCOCC2)cc1C	i
COC(=O)c1ccc(CSc2nc(C)ccc2C#N)cc1	i
Cc1ccc(C(=O)N2CCN(c3ccc(-c4cccnc4)nn3)CC2)cc1	i
CCOC(=O)c1c(SCC(=O)Nc2ccccc2C(F)(F)F)nc(=O)[nH]c1C	i
CN1CCN(CC(O)COCc2ccccc2)CC1 (configuration not stated)	i
COc1cccc(OCC(=O)NCC2CCN(C(C)C)CC2)c1	i
CC(Oc1ccccc1F)C(=O)Nc1cccc(-c2nc3cccnc3s2)c1 (configuration not stated)	i
Cc1c(C)n2c3c(=O)n(CC(N)=O)c(=O)n(C)c3nc2n1CCCn1ccnc1	i
Cc1cccc(NC(=O)COc2ncccn2)c1	i
COc1ccc(SCCC(=O)Nc2ccc(O)c(-c3nc4ccccc4s3)c2)cc1	i
O=C(NNC(=O)c1cc2ccccc2o1)c1ccc(=O)n(Cc2ccc(Cl)cc2)c1	i
Cn1c(=O)c2c(nc(Nc3cccc(Cl)c3Cl)n2CC(=O)O)n(C)c1=O	i
O=C(NCC1CCN(C(=O)c2cccnc2)CC1)C(=O)Nc1cccc(N2CCCC2=O)c1	i
COc1ccc(Cl)cc1NC(=O)CSc1nnc(-c2ccc(=O)n(C)c2)n1C	i
O=C(NCC1CCN(C(=O)/C=C/c2ccco2)CC1)c1ccncc1	i
Cn1c(=NC(=O)C2CCCN(S(C)(=O)=O)C2)sc2cc3c(cc21)OCO3 (configuration not stated)	i
COc1cccc2cc(C(=O)NCC3CCN(c4ccccn4)CC3)oc12	i
CCOc1ccc(C(C)C)cc1S(=O)(=O)Nc1cccc(C)n1	i

A different layout for some results above:
O=C(NNC(=O)c1cc2ccccc2o1)c1ccc(=O)n(Cc2ccc(Cl)cc2)c1
  GIRK2 act: i

Cn1c(=O)c2c(nc(Nc3cccc(Cl)c3Cl)n2CC(=O)O)n(C)c1=O
  GIRK2 act: i

Additional records follow:
SMILES	GIRK2 act
CCOC(=O)Cn1c(C)cn2c3c(=O)n(Cc4ccccc4F)c(=O)n(C)c3nc12	i
CC1CCCCN1C(=O)c1nc(-c2cnccn2)no1 (configuration not stated)	i
CCOc1ccc(-c2ccc(=O)n(CCCC(=O)Nc3ccc(C(C)C)cc3)n2)cc1	i
O=C(CCC1CCCCC1)N1CCN(c2ccc(Nc3ccncc3)nn2)CC1	i
CN(C)C(CNC(=O)c1cccc(C(F)(F)F)c1)c1ccccc1Cl (configuration not stated)	i
O=S(=O)(NCc1cnn2ccccc12)c1ccc(OC(F)(F)F)cc1	i
COc1ccc(NC(=O)Cn2c3ccccc3c3ncn(Cc4ccccc4)c(=O)c32)cc1OC	i
CCCOc1ccc(-c2csc(NC(=O)c3cc(C)nn3CC)n2)cc1	i
COc1cccc(C(=O)NCC(c2ccsc2)N2CCOCC2)c1OC (configuration not stated)	i
Cc1cc(NS(=O)(=O)c2ccc(Cl)cc2)n(C2CCS(=O)(=O)C2)n1 (configuration not stated)	i
CC(C)Oc1ccc(C(=O)NNC(=O)c2cccn(Cc3ccc(F)cc3)c2=O)cc1	i
O=C(Nc1ccccc1Cl)Nc1ccccc1NC(=O)c1ccccn1	i
O=C(C1CC1)N1CCc2ccc(NS(=O)(=O)c3ccc(Cl)s3)cc21	i
CCCCN(CCCC)C(=O)c1cc2cccnc2n(Cc2ccc(F)cc2)c1=O	i
Cc1ccc2nc(NC(=O)CCCn3nc(-c4ccco4)ccc3=O)sc2c1	i
CCc1ccc(S(=O)(=O)Nc2ccc(-c3ccc(=O)n(C)n3)cc2)s1	i
COc1ccc(Cl)cc1NC(=O)c1ccc(=O)n(Cc2cccc(F)c2)n1	i
COc1cc(C(=O)Nc2sc(SC)nc2-c2ccccc2)cc(OC)c1OC	i
O=C(NC1CC1)c1csc(NS(=O)(=O)c2cccs2)n1	i
COc1cccc(NC(=O)CSc2ncc(S(=O)(=O)c3ccc(Cl)s3)c(N)n2)c1	i
CC(C)c1cc(NCCN2CCOCC2)n2ncc(-c3ccccc3)c2n1	i
CCCc1c(C(=O)Nc2c(C)cccc2CC)nnn1-c1ccc(OC)cc1	i
COc1ccc(CCC(=O)Nc2nn(C)c3c2CC(C)C(=O)N3)cc1 (configuration not stated)	i
COC(=O)c1sccc1S(=O)(=O)NCC1CCN(C(=O)c2cc3ccccc3o2)CC1	i
CC(C)(C)NC(=O)Nc1ccc2c(c1)CCC(=O)N2	i
CCCNC(=O)Cn1nc2c(c1NC(=O)C1c3ccccc3Oc3ccccc31)CSC2	i
O=C(NCCc1csc2nc(-c3cccs3)nn12)c1cc(=O)c2ccccc2o1	i
Cc1nc(N2CCN(C(=O)Nc3cccc(Cl)c3)CC2)cc(-n2ccnc2)n1	i
CCOC(=O)c1c(-c2ccc(C)cc2)csc1N	i
CC12CC(NC(=O)N1c1cccc(C(=O)N3CCN(Cc4ccccc4)CC3)c1)c1ccccc1O2 (configuration not stated)	i
Cc1cc(C)c(C(=O)NCCN2CCOC(c3ccccc3)C2)c(C)c1 (configuration not stated)	i
COc1cccc(CC(=O)Nc2ccc(CC(=O)N3CCC(O)CC3)cc2)c1	i
O=C(NCc1ccccc1F)C1CCCN(Cc2nc(-c3cccnc3)no2)C1 (configuration not stated)	i
COc1cc(-c2ccc(SCC(=O)NCc3ccco3)nn2)cc(OC)c1OC	i
COc1ccc2nc(-c3ccc(F)c(NC(=O)c4cccc(Cl)c4)c3)cn2n1	i
COc1ccc(-c2cc(=O)n(CC(=O)N3CCC(Cc4ccccc4)CC3)cn2)cc1	i
CCOc1cccc2cc(C(=O)NCCOc3ccc(F)cc3)c(=O)oc12	i
O=C(c1ccco1)N1CCC2(CC1)NC(=O)N(CCc1ccccc1)C2=O	i
O=C(NCCOc1ccc(F)cc1)c1ccc(F)c(F)c1	i
O=C(Cc1cccs1)Nc1ccc2c(c1)N(C(=O)c1cccs1)CC2	i
CSc1ncccc1C(=O)N1CCC(CNC(=O)C(=O)Nc2cc(C)on2)CC1	i
Cc1cc(C(=O)N2CCC(c3nnc(-c4ccco4)s3)CC2)c(C)o1	i
Cc1cc(C(=O)Nc2ccc3c(c2)CN(C(=O)c2ccco2)CC3)no1	i
